Hsp90 Hop PPI: changes Hsp90-Hop TPR2A binding signal, up or down; Potency, µM (highest dose often 57 µM), for inactives: at the highest dose activity change, negative = inhibition; 71,000 compounds, 0.44% hits; AlphaScreen TPR2A-His6 binding biotin-Hsp90 C-terminal peptide; active = well fitted curve in either direction with a large enough effect; inconclusive = small, poorly fitted or top-dose-only effect, or another doubt; note: potency is the fitted concentration of half-maximal effect; % is set by controls: 0 for no effect and ±100 for the full control effect; many of its hits are not listed in these tables
DNA Pol III inh: blocks replication by bacterial DNA polymerase III holoenzyme; reconstituted DNA polymerase III holoenzyme replication, biochemical; Potency, µM (titrated, usually from 57.1 µM), without a hit: top-dose activity change, negative = inhibition; 71,000 compounds, 0.25% hits; AID 603; note: potency is the fitted concentration of half-maximal effect; % is set by controls: 0 for no effect and ±100 for the full control effect
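Reconstituted *E. coli* holoenzyme (0.35 nM Pol III, 1 nM beta, 154 nM SSB, 2 nM primase) was preincubated with compound for 15 min at RT. Synthesis on 1.4 nM ssM13Gori ran 35 min, then was stopped with PicoGreen/EDTA and read as dsDNA fluorescence.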
UbGFP stabilizer: ubiquitin-GFP accumulation via proteasome inhibition | Potency, µM (doses to about 45.9 µM), inactives show at the highest dose activation (GFP accumulation), most hits filed as activators | 67,000 tested, under 10 active | Ubiquitin-GFP reporter cells, proteasome inhibition, GFP fluorescence; response scale: untreated = 0%, 10 µM MG-132 = 100% | AID 526; active = well fitted activation curve with a large enough effect, not every such curve was filed as active; inconclusive = small, poorly fitted or top-dose-only effect, or another doubt; inactive = no such curve, though single readings can be large or run the other way; note: potency is the fitted concentration of half-maximal effect
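GFP accumulation read-out: laser plate cytometry counting ubiquitin(G76V)-GFP-expressing U2OS cells after 4 hr compound exposure at 37 °C. Titrations spanned 46 uM to 2.9 nM; 0% = basal, 100% = 10 uM MG-132; concentration-response curves fitted.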
CRE-bla Fsk: modulators of forskolin-stimulated CRE signaling in CHO cells | CHO CRE-bla reporter (cAMP response element driving beta-lactamase), forskolin EC10, beta-lactamase ratio | Potency, µM (series often up to 38.2 µM), without a hit: at the highest dose activity change, negative = inhibition, hits mostly activators | 71,000 compounds, 2.5% hits; active = well fitted activation curve with a large enough effect in the signal ratio, with a control signal flat, not every such curve was filed as active; inconclusive = small, poorly fitted or top-dose-only effect, or effect the other way, or a change in a side signal; the % refers to the signal ratio; note: potency is the fitted concentration of half-maximal effect; % of control where 0% means no effect
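The 460nm/530nm emission ratio after CCF4 loading defined %Activity, from which AC50 values were obtained. CRE-bla CHO cells received compound dilution series together with an EC10 level of NKH 477 for 3 hours at 37 degrees Celsius.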
GFP derepression: epigenetic modulators derepressing GFP locus in mouse cells; 68,000 compounds, 0.09% hits; mouse C127i GFP locus derepression, cytometry, 30 h; Potency, µM (highest dose often 46.1 µM), for the others: at the top dose GFP derepression (activation); note: % of control where 0% means no effect
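Locus derepression in mouse mammary C127i cells whose integrated CMV-GFP reporter is normally silent; GFP expression after 30 h compound treatment was quantified by counting fluorescent cells.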
Tau fil binding: binds recombinant human tau filaments; Potency, µM (titrated, usually from 57.1 µM), without a hit: at the highest dose activity change, negative = inhibition; recombinant tau filaments, thioflavin S fluorescence, 15 h; filaments grown with octadecylsulfate alongside compound; P10636; 71,000 compounds, 2% hits; AID 596;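 note: potency is the fitted concentration of half-maximal effect; % is set by controls: 0 for no effect and ±100 for the full control effect; actives lower thioflavin S fluorescence by blocking filaments or displacing dye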
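His-tagged recombinant human tau (exons 2, 3, 10; 1 uM final) fibrillized with 30 uM sodium octadecylsulfate, 15 h at 37 C, in pH 7.4 HEPES buffer with 10 uM thioflavine S and 5 mM DTT. Reduced ThS fluorescence (450/510 nm) marks activity.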
HADH2 inh: blocks human hydroxyacyl-CoA dehydrogenase type II; 73,000 compounds, 3.4% hits; recombinant HADH2, NADH fluorescence, beta-hydroxybutyryl-CoA; Potency, µM (doses to about 57.1 µM), for inactives: top-dose activity change, negative = inhibition, most hits filed as inhibitors; Q99714; note: potency is the fitted concentration of half-maximal effect; % is set by controls: 0 for no effect and ±100 for the full control effect; nearly all actives have a fitted effect of over 60% in size; many of its hits are not listed in these tables
Target sequence (Q99714 whole entry, looked up, one chain of several): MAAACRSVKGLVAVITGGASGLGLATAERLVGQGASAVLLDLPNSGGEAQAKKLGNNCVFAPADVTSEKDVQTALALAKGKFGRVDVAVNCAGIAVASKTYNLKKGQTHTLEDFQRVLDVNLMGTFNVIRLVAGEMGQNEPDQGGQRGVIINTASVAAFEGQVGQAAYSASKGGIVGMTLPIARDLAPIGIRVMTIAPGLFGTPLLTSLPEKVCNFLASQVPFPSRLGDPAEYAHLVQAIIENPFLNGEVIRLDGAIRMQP
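Activity measured as NADH fluorescence gain (360/450 nm), taken as the change between first and last reads of a 4-min kinetic run. Conditions: pH 9.0 Tris buffer, 20 nM E. coli-expressed His-tagged enzyme, 1 mM NAD+, 90 uM beta-hydroxybutyryl-CoA; 15-min compound preincubation.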
HBB splice mod: alters splicing of the hemoglobin beta chain | 65,000 compounds, 0.06% hits | AID 925 | Potency, µM (top dose mostly 46.1 µM), for the others: at the top dose activation, hits mostly activators | HBB splicing reporter cell assay, activation; EGFP reporter with mutant IVS2-654 intron; response scale: normalised to 500 nM splice-correcting PNA; note: potency is the fitted concentration of half-maximal effect; 0% is about no effect
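Compounds were applied for 2 days to HeLa EGFP-654 cells, 500/well in Optimem with 2% FCS. The reporter's EGFP is disrupted by mis-splicing of beta-globin intron IVS2-654. Readout: summed well GFP fluorescence from 488 nm laser scanning; reference was 500 nM antisense […] 654 PNA.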
ALOX15 inhib: 15-hLO (ALOX15) enzyme inhibition; Potency, µM (top dose mostly 57.1 µM), for the others: at the highest dose activity change, negative = inhibition, actives largely listed as inhibitors; purified 15hLO-1, xylenol orange hydroperoxide absorbance; 74,000 compounds, 1.4% hits; note: potency is the fitted concentration of half-maximal effect; % is set by controls: 0 for no effect and ±100 for the full control effect; nearly all actives have a fitted effect of over 55% in size
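Purified human 15hLO-1 (40 nM) in 25 mM Hepes pH 7.5, 0.01% Triton X-100, preincubated 15 min RT with compound, then 50 uM arachidonic acid for 6 min. Hydroperoxide read by ferrous/xylenol orange, 30 min; 573/405 nm absorbance ratio gave progress.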
FLuc inh: firefly luciferase inhibition | purified firefly luciferase, luminescence, 8 min | Potency, µM (titrated, usually from 57.1 µM), for inactives: at the highest dose activity change, negative = inhibition, most hits filed as inhibitors | 72,000 compounds, 2.2% hits | AID 411; note: potency is the fitted concentration of half-maximal effect; % is set by controls: 0 for no effect and ±100 for the full control effect; nearly all actives have a fitted effect of over 40% in size
Target sequence (P08659 whole entry, looked up): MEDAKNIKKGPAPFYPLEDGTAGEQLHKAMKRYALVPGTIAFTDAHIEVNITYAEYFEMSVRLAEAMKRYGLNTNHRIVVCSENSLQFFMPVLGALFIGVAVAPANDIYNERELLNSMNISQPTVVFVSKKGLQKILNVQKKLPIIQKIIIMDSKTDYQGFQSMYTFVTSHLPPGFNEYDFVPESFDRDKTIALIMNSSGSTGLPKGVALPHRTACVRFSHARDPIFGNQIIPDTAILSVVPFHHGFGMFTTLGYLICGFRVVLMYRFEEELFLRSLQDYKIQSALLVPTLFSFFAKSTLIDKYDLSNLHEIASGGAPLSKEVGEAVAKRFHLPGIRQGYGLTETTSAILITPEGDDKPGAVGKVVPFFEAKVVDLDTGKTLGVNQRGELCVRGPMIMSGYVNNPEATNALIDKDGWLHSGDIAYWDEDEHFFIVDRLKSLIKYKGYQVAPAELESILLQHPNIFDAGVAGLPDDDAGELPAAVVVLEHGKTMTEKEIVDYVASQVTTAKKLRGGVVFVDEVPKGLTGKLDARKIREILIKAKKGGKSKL
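Luminescence read-out after 8 min at room temperature; enzyme reaction used luciferin plus 10 uM ATP (linear range) in imidazole buffer pH 7.2 with KCl, MgCl2, Tween 20 and BSA. Each sample was run as a titration.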
ERK AVP inh: blocks ERK signaling stimulated by vasopressin | Potency, µM (doses to about 57.5 µM), without a hit: at the highest dose activity, negative = inhibition, hits mostly inhibitors | HEK293-V1b, vasopressin-stimulated pERK AlphaScreen | AID 995 | 72,000 compounds, 0.99% hits; note: potency is the fitted concentration of half-maximal effect; % is set by controls: 0 for no effect and ±100 for the full control effect; nearly all actives have a fitted effect of over 55% in size
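V1b-HEK293 cells; cpd 30 min 37C; 25 nM vasopressin 5 min; lyse 10 min; AlphaScreen beads 5 hr RT. Normalized to DMSO basal and 25 nM vasopressin; AC50 by Hill fit.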
* = called active by the depositor; ? = inconclusive; nt = not tested or not shown; [ ] = another dose, or the depositor's remark. Unless noted, calls come from the whole dose curve; as a rule, active = well fitted curve in the direction sought with a large enough effect; inconclusive = small, poorly fitted or top-dose-only effect, or another doubt; inactive = no such curve, though single readings can be large; an effect the other way counts as inactive or inconclusive.

SMILES	Hsp90 Hop PPI	DNA Pol III inh	UbGFP stabilizer	CRE-bla Fsk	GFP derepression	Tau fil binding	HADH2 inh	HBB splice mod	ALOX15 inhib	FLuc inh	ERK AVP inh
NCS(=O)(=O)O	-2%[11 µM]	-6%[11.4 µM]	-6%[9.17 µM]	12%[7.6 µM]	10%[9.22 µM]	2%[11.4 µM]	1%[11.4 µM]	-0.2%[9.22 µM]	-2%[11.4 µM]	2%[11.4 µM]	-10%[11.5 µM]
N#CCCN(C(=O)CSc1ccc2c(c1)OCCO2)c1ccccc1	-10%	-1%	-2%	?	-1%	-4%	?	-1.2%	0%	0%	-1%
CCOC(=O)N1CCN(C(=O)c2oc(=O)c3ccccc3c2-c2ccc(C)cc2)CC1	-6%	-11%	26%	1%	-3%	4%	4%	-1.0%	-1%	2%	-23%
CCN1CCN(C(=O)C2c3cc(OC)c(OC)cc3C(=O)N(C)C2c2ccc(SC)cc2)CC1 (centres undefined)	3%	0%	5%	6%	0%	6%	4%	2.6%	5%	5%	-21%
O=C(CSc1ccc(Cl)cc1)OCc1nnc(-c2ccccc2)o1	28%	1%	5%	8%	0%	-6%	-3%	-0.6%[57.5 µM]	-27%	1%	1%
CCN1CCN(c2c(Cl)cccc2NC(=O)c2ccc3c(c2)OCCO3)CC1	-5%	-3%	4%	?	4%	6%	1%	-2.5%	-3%	1%	1%
Cc1cc(-c2cccs2)n[nH]1	-1%	0%	9%	-1%	2%	-8%	2%	-2.8%	8%	0%	-3%
CCC1Sc2ccccc2N(CC(=O)NCc2ccc3c(c2)OCO3)C1=O (centres undefined)	-5%	3%	0%	?	0%	-16%	-9%	-1.2%	0%	1%	13%
CCCC(=O)Nc1nnc(-c2ccco2)s1	2%	0%	-2%	2%	0%	2%	-14%	nt	2%	-1%	2%
O=C1c2ccccc2C(O)N1Cc1ccccc1 (centres undefined)	0%	4%	17%	-21%	3%	3%	-5%	1.6%	1%	1%	-17%

Overlap with the part before: 7 compounds, then new ones.
SMILES	Hsp90 Hop PPI	DNA Pol III inh	UbGFP stabilizer	CRE-bla Fsk	GFP derepression	Tau fil binding	HADH2 inh	HBB splice mod	ALOX15 inhib	FLuc inh	ERK AVP inh
CCN1CCN(C(=O)C2c3cc(OC)c(OC)cc3C(=O)N(C)C2c2ccc(SC)cc2)CC1 (centres undefined)	3%	0%	5%	6%	0%	6%	4%	2.6%	5%	5%	-21%
O=C(CSc1ccc(Cl)cc1)OCc1nnc(-c2ccccc2)o1	28%	1%	5%	8%	0%	-6%	-3%	-0.6%[57.5 µM]	-27%	1%	1%
CCN1CCN(c2c(Cl)cccc2NC(=O)c2ccc3c(c2)OCCO3)CC1	-5%	-3%	4%	?	4%	6%	1%	-2.5%	-3%	1%	1%
Cc1cc(-c2cccs2)n[nH]1	-1%	0%	9%	-1%	2%	-8%	2%	-2.8%	8%	0%	-3%
CCC1Sc2ccccc2N(CC(=O)NCc2ccc3c(c2)OCO3)C1=O (centres undefined)	-5%	3%	0%	?	0%	-16%	-9%	-1.2%	0%	1%	13%
CCCC(=O)Nc1nnc(-c2ccco2)s1	2%	0%	-2%	2%	0%	2%	-14%	nt	2%	-1%	2%
O=C1c2ccccc2C(O)N1Cc1ccccc1 (centres undefined)	0%	4%	17%	-21%	3%	3%	-5%	1.6%	1%	1%	-17%
Cc1ccccc1NCN1C(=O)C2C3C=CC(C3)C2C1=O (centres undefined)	-6%	-2%	2%	3%	-4%	11%	3%	1.9%	7%	-2%	-4%
CCOc1ccc(-c2cc(CCCC(=O)NCCCOC)no2)cc1	0%	0%	-10%	?	-2%	16%	9%	-1.7%	17%	16µM*	2%
COc1ccc(CCN(Cc2nc3ccccc3c(=O)[nH]2)C(=O)c2ccco2)cc1	1%	-5%	9%	?	1%	-10%	13%	-2.6%	4%	1%	8%
CN(CC(=O)N1CC=C(c2ccccc2)CC1)S(=O)(=O)c1ccc2c(c1)c(=O)n(C)c(=O)n2C	-5%[2.3 µM]	1%	-6%	-5%	nt	40%	6%	-0.7%	6%	1%	28%
CCOC(=O)C1CCN(C(=O)COc2ccc(S(=O)(=O)NC(C)C)cc2Cl)CC1	-2%	-2%	-2%	7%	3%	-8%	13%	-0.2%	11%	0%	-6%
CC1CC(C)CN(CCCNC(=O)c2ccc(CS(=O)(=O)Cc3ccccc3F)o2)C1 (centres undefined)	-3%	-4%	-5%	-14%	0%	1%	6%	1.3%	2%	0%	4%
COCCCN1CN(S(=O)(=O)c2ccc(Cl)cc2)c2nc3ccccc3nc21	-6%	-4%	6%	?	-1%	-4%	-2%	1.3%[57.5 µM]	-17%	1%	?
C=CCN(C(=O)Cn1nnc2ccccc21)C(C(=O)NCCOC)c1ccc(OC)cc1OC (centres undefined)	0%	-3%	3%	-2%	-3%	1%	1%	nt	7%	-1%	8%
CCCCn1c(SCC(=O)O)nc2ccccc21	-5%	-2%	-7%	-6%	-3%	9%	-3%	-0.8%	0%	1%	-11%
CC(C)CC(NC(=O)C(CC(C)C)NC(=O)OC(C)(C)C)C(=O)O (centres undefined)	-1%	-1%	-4%	2%	2%	-6%	3%	0.1%	7%	4%	-10%
CC1Cc2ccccc2N1S(=O)(=O)c1cnc[nH]1 (centres undefined)	-3%	1%	9%	-6%	1%	4%	6%	-0.8%	-6%	0%	15%
O=C(c1cc(-c2ccc(Cl)cc2Cl)on1)N1CCOCC1	-2%	-5%	1%	3%	0%	-2%	-4%	-1.6%	-19%	7.9µM*	8%
C=C(C)C(=O)OCC(C)C	-3%	-2%	nt	-5%	nt	2%	-4%	-0.7%	6%	nt	-15%
CC(=O)c1c(C)n(-c2ccccc2)c2ccc(OCC(O)CN3CCOCC3)cc12 (centres undefined)	-7%	-1%	-2%	15%	0%	38%	0%	nt	-2%	1%	-10%
Cc1cc2cc(CN3C(=O)c4ccccc4C3=O)ccc2[nH]1	-2%	0%	6%	?	4%	-27%	-3%	-0.2%	-1%	0%	28%
COC(=O)c1cc(NC(=O)CCc2c(C)nc3ncnn3c2C)cc(C(=O)OC)c1	-4%	0%	11%	-3%	2%	4%	5%	-0.5%	1%	1%	-10%
CCOC(=O)c1ccccc1NC(=O)c1cc(S(=O)(=O)N2CCOCC2)ccc1F	8%	-4%	1%	10µM*	-3%	10%	15%	-0.4%	-12%	-5%	?
CCCNS(=O)(=O)c1ccc(C(=O)NCC2CCCO2)cc1 (centres undefined)	-5%	-4%	12%	-1%	1%	-11%	1%	nt	2%	5%	26%
COc1ccccc1CNc1nc2ccccc2n1CCN1CCCCC1	-10%	-1%	0%	-9%	0%	7%	-8%	-0.4%	-3%	3%	4%
COc1cccc(C2NC(=O)NC(C)=C2C(=O)Nc2ccc(C)cc2)c1OC (centres undefined)	-3%	-3%	5%	1%	2%	12%	3%	-0.9%	6%	1%	12%
CC(=O)c1cccc(NC(=O)Nc2ccc(C(=O)N3CCOCC3)cc2)c1	-7%	2%	6%	-25%	0%	-9%	3%	-1.4%	-3%	13µM*	-1%

Screening data (PubChem BioAssay)

The list is partial; the hit share may differ from the screen's.
